From PubChem BioAssay
Runt-SMMHC FRET: inhibitors of human RUNX1 Runt domain binding to CBFb-SMMHC; Q01196+Q13951; Cerulean-Runt/Venus-CBFb-SMMHC FRET ratio 530/480, 1 h; inhibition, % at 20 µM; 0.74% of 220,000 active;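 active means mean inhibition across duplicate retests at 20 µM reaching about 50%, limit read from the data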;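 further: 0% = DMSO wells and 100% = wells with excess untagged CBFb-SMMHC; inhibitors lower the FRET ratio by blocking Runt binding to CBFb-SMMHC; some results filed as inactive read as strong as hits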
EBV gp42 inh: EBV gp42 inhibition; Q1HVG2; 0.42% of 220,000 active; inhibition, % (tested at 21.74 µM); Fluorescence polarization binding assay, mP read-out; in the data active means inhibition above about 50%
Target sequence (Q1HVG2 whole entry, looked up): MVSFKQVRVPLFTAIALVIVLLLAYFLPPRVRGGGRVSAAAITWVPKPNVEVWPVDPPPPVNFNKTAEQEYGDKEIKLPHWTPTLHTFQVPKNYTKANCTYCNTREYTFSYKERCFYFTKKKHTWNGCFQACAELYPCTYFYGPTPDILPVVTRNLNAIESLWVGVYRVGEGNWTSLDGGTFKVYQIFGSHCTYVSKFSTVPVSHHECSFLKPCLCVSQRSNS
RBBP9 inhibitor: human RBBP9 hydrolase inhibition; O75884; inhibition, % at 7.94 µM; recombinant RBBP9, FP-Rh probe fluorescence polarization; 0.2% of 220,000 active; AID 1515;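 active means inhibition above the campaign mean of all tested compounds plus 3 SD, cut at about 14% in these data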;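 further: plate controls were DMSO wells with RBBP9 for no effect and wells lacking RBBP9 protein for full effect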
Target sequence (O75884 whole entry, looked up): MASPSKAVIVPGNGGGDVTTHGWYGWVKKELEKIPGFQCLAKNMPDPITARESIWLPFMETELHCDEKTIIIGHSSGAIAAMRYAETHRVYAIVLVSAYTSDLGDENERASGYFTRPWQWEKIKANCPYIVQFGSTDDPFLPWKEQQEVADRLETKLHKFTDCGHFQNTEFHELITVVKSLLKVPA
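Test system – recombinant human RBBP9 · Input – RBBP9 2.5 µM in dispensing solution, pre-mixing · Medium – Tris buffer pH 8.0, NaCl, Pluronic · Schedule – preincubation 30 min plus labeling 45 min at 25 °C · Measured by – fluorescence polarization · Measure – % inhibition · Controls – DMSO and no-protein wells · Replicates – one well per compound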
Furin inh: human furin inhibition; AID 463115; inhibition, % at 30 µM; purified furin, fluorogenic substrate cleavage; 0.061% of 220,000 active; P09958; in the data active means inhibition above about 25%; further: inactives centre near -15
Calpain2 inh: blocks pig calpain II enzyme activity | purified calpain II, fluorogenic peptide substrate, 30 min | inhibition, % at 16 µM | 0.37% of 220,000 active;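 active means inhibition above about 50%, limit read from the data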
p97 inhibitor: blocks human p97 ATPase activity; P55072; inhibition, % at 8 µM; 0.42% of 220,000 active; AID 1481; recombinant p97 ATPase, Kinase-Glo ATP luminescence, 3 h; in the data active means inhibition above about 15%;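 further: 0% = DMSO vehicle and 100% = wells lacking enzyme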
NCF1 inh: p47phox (human) inhibition | p47phox/p22phox peptide binding, fluorescence polarization, 2 h | inhibition, % at 24.7 µM | 0.53% of 220,000 active;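 active means inhibition above about 30%, limit read from the data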;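 further: 0% = p47phox with labelled peptide and 100% = labelled peptide alone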
Target sequence (P14598 whole entry, looked up): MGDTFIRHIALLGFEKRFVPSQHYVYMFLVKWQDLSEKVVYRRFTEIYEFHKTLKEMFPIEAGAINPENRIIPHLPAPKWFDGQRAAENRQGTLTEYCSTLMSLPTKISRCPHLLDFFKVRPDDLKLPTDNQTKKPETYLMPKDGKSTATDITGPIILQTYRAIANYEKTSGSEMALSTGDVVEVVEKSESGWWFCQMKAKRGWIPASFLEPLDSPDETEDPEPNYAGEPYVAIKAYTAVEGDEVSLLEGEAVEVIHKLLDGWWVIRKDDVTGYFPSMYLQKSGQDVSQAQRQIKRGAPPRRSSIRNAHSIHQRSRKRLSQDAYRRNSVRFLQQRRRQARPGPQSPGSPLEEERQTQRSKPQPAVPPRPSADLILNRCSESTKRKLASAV
Runt-CBFb FRET: inhibitors of human RUNX1 Runt domain binding to CBFb; Q01196+Q13951; Cerulean-Runt/Venus-CBFb FRET ratio 530/480, 1 h; inhibition, % at 20 µM; 0.46% of 220,000 active; AID 1496;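 active means inhibition over about 50% at 20 µM in the single-dose screen, limit read from the data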;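 further: 0% = DMSO wells and 100% = excess unlabeled CBFb competitor control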
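Assay system: Cerulean-Runt domain fusion protein, energy donor; Signal: fluorescence energy transfer, 422 nm excitation, 530/480 nm emission; Timing: 1 h compound exposure, room temperature; Control set: unlabeled CBFb; Medium: Tris buffer pH 7.5 with salts and BSA; Compound: single test concentration of 20 µM, 1% DMSO final; Probe or stimulus: Venus-CBFb 100 nM.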
TbHK1 inh: T. brucei hexokinase 1 inhibition. recombinant TbHK1, G6PDH-coupled NADH A340. inhibition, % at 10 µM. 0.11% of 220,000 active. AID 1430;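 active means inhibition of 50% or more in the single-dose primary screen; inactive means inhibition below 50%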
Active calls of the source: *; · = not tested or not shown; [ ] = remark or other dose.

Molecule | RBBP9 inhibitor | EBV gp42 inh | TbHK1 inh | Runt-CBFb FRET | Calpain2 inh | p97 inhibitor | NCF1 inh | Furin inh | Runt-SMMHC FRET
O=S1(=O)Cc2cc3ccccc3cc2C1 | -4 | 14 | -1 | 2 | -44 | 4 | -4 | -26 | 1
CC(=O)c1cccc(NS(=O)(=O)c2ccc(N/C=C\C(=O)c3ccc(C)cc3)cc2)c1 | -7 | 5 | -15 | 1 | -41 | -8 | -14 | -13[20 µM] | 14
O=C(C1CCCO1)N1CCN(C(=S)Nc2ccccc2)CC1 (stereo not drawn) | 4 | -11 | 34 | 0 | 23 | 5 | 0 | -3 | -1
CN(C)/C=C/C(=O)c1ccc(Oc2ncccn2)cc1 | 5 | -13 | -23 | -1 | 9 | 4 | -2 | -16 | -6
Fc1cccc(C[n+]2csc3ccccc32)c1 | -11 | -12 | 20 | 56* | 5 | 0 | -31 | -4[20 µM] | 70
Cc1c(Cl)c([N+](=O)[O-])nn1Cc1ccc(C(=O)N/N=C\c2ccccn2)o1 | -7 | 3 | -11 | -1 | 22 | -2 | 0 | -11 | -1
N#CCCn1c(C2CCCCC2)nc2ccccc21 | -1 | -1 | -6 | -3 | 9 | 3 | -8 | -20[20 µM] | 2
O=C(NCc1ccco1)C1CC(c2cccc([N+](=O)[O-])c2)=NO1 (stereo not drawn) | 17* | -5 | -1 | -2 | -4 | 5 | -3 | -24[20 µM] | 2
CCCNC(=O)N[C@@H](CCSC)C(=O)OC | -9 | 3 | -4 | -3 | 20 | -1 | 2 | -8[20 µM] | 0
CCOc1ccc(C(Nc2ccc(C)cc2)P2(=O)OCC(C)(C)CO2)cc1 (stereo not drawn) | -6 | -17 | -1 | -5 | -15 | -2 | -4 | -21[20 µM] | 3
O=C(NC(=S)N1CCCc2ccccc21)c1ccco1 | 1 | -12 | -12 | 4 | 27 | 7 | -2 | -15 | -7
CN(C)c1ccc(-c2nn3c(-c4ccc(Cl)cc4Cl)nnc3s2)cc1 | -4 | 26 | -8 | 1 | -36 | 3 | 22 | -16 | 7
O=C(C1=C[C@@H](c2coc3ccccc3c2=O)C[C@@H](OCCCCO)O1)N1CCN(Cc2ccccc2)CC1 | -7 | -16 | -6 | -1 | 14 | -3 | · | 2 | 0
COc1cc(/C=C2\SC(=S)N(NS(=O)(=O)c3ccccc3)C2=O)cc(OC)c1OC | -10 | -5 | -7 | -3 | 12 | -2 | -17 | -9 | -16
COc1ccc(-c2[nH]ncc2CN(C)Cc2ccccn2)c(OC)c1 | -4 | -17 | -2 | 1 | -11 | 6 | 6 | -27 | -4
CC(C)C(C)NC(=O)COc1ccc([N+](=O)[O-])cc1Cl (stereo not drawn) | 6 | -12 | -5 | -5 | 11 | 3 | -1 | -13 | -6
COC(=O)c1ccc(N=NNc2ccccc2)cc1 | 1 | -1 | 0 | 2 | -4 | 1 | -5 | -11 | -5
COc1cccc(/C=C2\SC(=O)NC2=O)c1OCc1ccc(C(=O)O)cc1 | 2 | 0 | -17 | 1 | -22 | 8 | 5 | -16 | -5
Cc1ccc2nc(NC(=O)c3ccc4ncsc4c3)sc2c1 | -7 | 6 | -11 | 1 | -339 | 1 | -26 | -15 | 6
COc1ccc(-n2c3c(cc(C(=O)N4CCN(CCO)CC4)c2=O)C(=O)CC(C)(C)C3)cc1 | -3 | -10 | -8 | 1 | -31 | 4 | -10 | -1[20 µM] | 2
Cc1cccc(Cc2cnc(NC(=O)C3=NCCN3)s2)c1 | -5 | -6 | -15 | 2 | 2 | 1 | -4 | -23 | 2
CCN1CCN(c2cc(C)c3cc(NC(=S)NCCCN4CCc5ccccc5C4)ccc3n2)CC1 | -1 | -10 | -7 | 3 | -86 | 1 | 11 | -20 | 5
CC1CCCC(n2cnc3cc(C(=O)O)ccc32)C1C (stereo not drawn) | -5 | -2 | -1 | · | -20 | 2 | 0 | -39 | 2
O=C(CS(=O)c1ccc(C(F)(F)F)cc1[N+](=O)[O-])Oc1ccccc1 (stereo not drawn) | -3 | 12 | -4 | 2 | 10 | 5 | 7 | -12[20 µM] | -2
COc1ccc(NC(=O)c2nc[nH]c2C(=O)Nc2ccccc2C)cc1 | -11 | 1 | -5 | 0 | -118 | -8 | -8 | -9 | 3
Cc1ccc(CSc2nnnn2C)cc1 | -2 | -8 | 1 | 0 | 1 | 9 | -7 | -22[20 µM] | 0
CN(C(=O)c1ccc2nccnc2c1)C1CCCCC1 | -2 | -16 | -1 | -1 | -1 | 8 | -5 | -13 | 0
COc1ccc(CCC(=O)Nc2ccc3c(c2)OCCO3)cc1 | -4 | -24 | 6 | 0 | -7 | -4 | -11 | -14 | -4
CCOC(=O)C(Cc1c(F)cccc1F)(NC(C)=O)C(=O)OCC | -9 | -13 | 33 | -4 | 8 | 3 | 1 | -10 | 0
Cc1ccc(C(=O)NCC(=O)OC(C)C(=O)Nc2ccc(N(C)C)cc2)s1 (stereo not drawn) | -4 | -29 | -1 | 2 | -9 | 6 | -3 | -29 | 10

Shown with two lines to a compound: part of the list above
Under each structure – RBBP9 inhibitor | EBV gp42 inh | TbHK1 inh | Runt-CBFb FRET | Calpain2 inh | p97 inhibitor | NCF1 inh | Furin inh | Runt-SMMHC FRET
Cc1ccc2nc(NC(=O)c3ccc4ncsc4c3)sc2c1
    -7 | 6 | -11 | 1 | -339 | 1 | -26 | -15 | 6
COc1ccc(-n2c3c(cc(C(=O)N4CCN(CCO)CC4)c2=O)C(=O)CC(C)(C)C3)cc1
    -3 | -10 | -8 | 1 | -31 | 4 | -10 | -1[20 µM] | 2
Cc1cccc(Cc2cnc(NC(=O)C3=NCCN3)s2)c1
    -5 | -6 | -15 | 2 | 2 | 1 | -4 | -23 | 2
CCN1CCN(c2cc(C)c3cc(NC(=S)NCCCN4CCc5ccccc5C4)ccc3n2)CC1
    -1 | -10 | -7 | 3 | -86 | 1 | 11 | -20 | 5
CC1CCCC(n2cnc3cc(C(=O)O)ccc32)C1C (stereo not drawn)
    -5 | -2 | -1 | · | -20 | 2 | 0 | -39 | 2
O=C(CS(=O)c1ccc(C(F)(F)F)cc1[N+](=O)[O-])Oc1ccccc1 (stereo not drawn)
    -3 | 12 | -4 | 2 | 10 | 5 | 7 | -12[20 µM] | -2
COc1ccc(NC(=O)c2nc[nH]c2C(=O)Nc2ccccc2C)cc1
    -11 | 1 | -5 | 0 | -118 | -8 | -8 | -9 | 3
Cc1ccc(CSc2nnnn2C)cc1
    -2 | -8 | 1 | 0 | 1 | 9 | -7 | -22[20 µM] | 0
CN(C(=O)c1ccc2nccnc2c1)C1CCCCC1
    -2 | -16 | -1 | -1 | -1 | 8 | -5 | -13 | 0

Going on with the list:
Molecule | RBBP9 inhibitor | EBV gp42 inh | TbHK1 inh | Runt-CBFb FRET | Calpain2 inh | p97 inhibitor | NCF1 inh | Furin inh | Runt-SMMHC FRET
CCOC(=O)C1(CCc2ccccc2)CCN(C(=O)CCc2cnn(C)c2)CC1 | -6 | -5 | 1 | -2 | 17 | -2 | 3 | -24 | -2
COc1ccc(NC(=O)COc2ccc(/C=N/NC(=O)c3cccnc3)cc2OC)cc1 | -4 | -8 | 11 | -1 | -38 | 4 | -5 | -28 | 3
O=C(O)CCc1ncc(C(F)(F)F)cc1Cl | 1 | -7 | 30 | -1 | -14 | 3 | -8 | -10[20 µM] | -2
COc1ccc(OC)c(NC(=O)CNC(=O)Cn2c(C)cc3ccccc3c2=O)c1 | 5 | -14 | -12 | 1 | -13 | 2 | -5 | -17[20 µM] | 0
Cc1cc(Br)ccc1SCC(=O)OC/C(O)=C(\C#N)c1nc2ccccc2[nH]1 | 4 | -57 | -11 | 6 | -11 | 7 | -99 | -26 | 4
CSc1ncc(C(C)=O)c(C)n1 | -4 | -17 | 3 | 0 | 12 | 8 | 5 | -22 | -1
O=C(NCCCN1CCCC1)c1ccc2c(c1)N(Cc1ccccc1)CCS2 | 5 | -23 | -8 | 3 | -12 | 7 | -3 | -39 | 3
Cc1cc(C(=O)Nc2c(F)cc(F)cc2Br)no1 | -8 | -8 | 3 | -1 | -8 | 2 | -10 | -14[20 µM] | -3
CC(=O)c1cc(F)c(N2CCCC2)cc1C | 0 | -22 | -18 | -2 | 19 | 2 | -13 | -4 | -4
Cc1ccc(S(=O)(=O)Cc2c(C)noc2C)cc1 | 3 | -8 | 5 | 0 | -14 | 1 | 1 | -19[20 µM] | -6
CCC(=O)Nc1nc(N)n(-c2ccccc2)n1 | -2 | -8 | -1 | 2 | 27 | -3 | 3 | -16[20 µM] | 2
CC(C)[C@H](N)c1nnc(SC/C=C/c2ccccc2)o1 | -4 | -14 | -3 | -2 | -15 | -1 | -10 | -3[20 µM] | -2
CCCc1ccc(-c2cc(C(=O)Nc3ccc([N+](=O)[O-])cn3)c3ccccc3n2)cc1 | 1 | 4 | -23 | 4 | -27 | 6 | -23 | -3 | 3
Cc1nn(CCc2nc(-c3ccco3)cs2)c2[nH]c(=O)cc(C(F)(F)F)c12 | -11 | -14 | 3 | 33 | -45 | 11 | -16 | -16 | 27
Cc1cccc(-n2c(SCC(=O)Nc3nonc3C)nnc2-c2ccoc2C)c1 | -7 | -15 | -3 | · | 0 | -1 | -6 | -21 | -4
Cc1ccc(NC(=O)Cc2ccc(-n3cccc3)cc2)c(C)c1 | -7 | -15 | 24 | 0 | -28 | 6 | -29 | -7 | -2
C/C(CC(=O)Nc1ccc([N+](=O)[O-])cc1)=N/NC(=O)C1CC12CCC2 (stereo not drawn) | -7 | -3 | -9 | 1 | -15 | 3 | -13 | -21 | 0
N#C/C(=C\c1ccccc1OCc1ccc(C(=O)O)cc1)c1ccccc1 | -3 | -25 | -8 | 0 | -38 | 0 | -8 | -17 | 3
CCn1c(SCC(=O)O)nnc1-c1ccccc1OC | -3 | 3 | -6 | · | -9 | 3 | -2 | -16 | ·
CCOc1ccc(/C=N/Nc2ccc(C(F)(F)F)cc2[N+](=O)[O-])cc1O | 3 | 3 | 2 | -12 | -11 | -5 | 2 | -1 | -9
COc1ccc(C(=O)c2c[nH]c3ccccc23)cc1 | -1 | -11 | -23 | -2 | 11 | 1 | -14 | 7[20 µM] | 4
O=C(NS(=O)(=O)c1ccccc1)c1ccccc1 | -3 | -15 | -7 | 2 | -13 | -2 | -11 | -16[20 µM] | 1
OC(CNCCNc1ncccc1C(F)(F)F)COc1ccc(F)cc1 (stereo not drawn) | -8 | -4 | 11 | 0 | -5 | 1 | -5 | -21 | 0
CCOc1ccc(NC(=O)N2CCC(n3nnc4ccccc43)CC2)cc1 | 12 | -8 | 1 | -1 | 8 | 2 | -14 | -8 | -2
CC(C)(C)c1ccc(C(=O)Nc2nnc(Cc3c[nH]c4ccccc34)s2)cc1 | -2 | -9 | -3 | 3 | 5 | -1 | -15 | -16 | 6
CCOC(=O)Cn1cnc(-c2ccc([N+](=O)[O-])cc2)c1 | -7 | -15 | -8 | 12 | 10 | 6 | -9 | -16 | 1
COC(=O)c1ccc(OCC(O)CN2C(=O)NC(C)(C)C2=O)cc1 (stereo not drawn) | 2 | -2 | 1 | -1 | -17 | 5 | -16 | -23 | -4
